Assay outcomes deposited in PubChem BioAssay by NCI.
Growth percent in the NCI-60 one-dose screen (48 h, 10 µM unless noted): 100 = growth as untreated, 0 = no growth, -100 = all killed.
MDA-MB-435 = MDA-MB-435 melanoma | 82,000 compounds, 7.8% hits | AID 1794794
UACC-62 = UACC-62 melanoma; 81,000 compounds, 5.4% hits; AID 1794756
SK-MEL-5 = SK-MEL-5 melanoma | 80,000 compounds, 6.4% hits
SK-MEL-28 = SK-MEL-28 melanoma. AID 1794761. 81,000 compounds, 4.1% hits
M14 = M14 melanoma | 80,000 compounds, 6.2% hits | AID 1794745
SK-MEL-2 = SK-MEL-2 melanoma. 77,000 compounds, 4.7% hits
UACC-257 = UACC-257 melanoma. 78,000 compounds, 4.4% hits. AID 1794764
A549/ATCC = A549/ATCC NSCLC | 81,000 compounds, 3.7% hits | AID 1794740
The depositor's hits bear a star; . = not tested or not shown; & = joins results of further samples. How the source made its calls: active means growth percent below 10; inactive means the rest. This is a random part of the collection; about 11% have a hit in one of these screens.

SMILES	MDA-MB-435	UACC-62	SK-MEL-5	SK-MEL-28	M14	SK-MEL-2	UACC-257	A549/ATCC
O=C(Nc1ccc(F)cc1)NC(Cc1ccccc1)C(=O)O (stereo not given)	113	104	101	109	108	109	93	99
CC1(C)CC[C@]2(C(=O)O)CC[C@]3(C)C(=CCC4[C@@]5(C)C[C@@H](O)[C@@H]6OC(c7ccc(F)cc7)OC[C@@]6(C)C5CC[C@]43C)C2C1 (stereo not given in full)	49	46	17	54	40	18	42	17
Cc1ccc(-n2c(-c3ccccc3)c(-c3ccccc3)[nH]c2=O)cc1	97	83	94	109	78	92	112	106
CC1(O)CCCC1O (stereo not given)	104	97	95	104	88	112	.	96
OCc1nc2ccc(Cl)cc2[nH]1	109	99	104	106	102	113	88	97
CCCn1c(=O)[nH]c2c(c1=O)C(c1cccc(OC)c1)c1c([nH]c(=O)n(CCC)c1=O)N2	92	99	98	101	103	93	98	94
Cc1nc2cc(Nc3nc(NCCO)nc(N4CCOCC4)n3)ccc2n1Cc1ccccc1	111	94	88	94	109	.	92	98
CNC(=O)c1cc(N2CCc3cc(NC(=O)Nc4ccccc4)ccc32)ccn1	85	88	97	94	90	102	100	91
C#Cc1ccc(C(=O)NCc2ccc(/C=C/C(=O)c3nccn3C)cc2)cc1	26	21	39	49	.	87	68	13
Cc1ccc2c(n1)C[C@H](C(C)(C)O)CC[C@@H]2C	106	97	102	111	104	103	97	99
COc1ccc(OC)c(C(O)P(=O)(c2ccccc2)c2ccccc2)c1 (stereo not given)	113	100	101	107	99	102	93	93
O=C(O)CC(O)c1ccccc1 (stereo not given)	106	99	98	96	100	106	94	94

3 records drawn at random from the list so far:
SMILES	MDA-MB-435	UACC-62	SK-MEL-5	SK-MEL-28	M14	SK-MEL-2	UACC-257	A549/ATCC
CC1(O)CCCC1O (stereo not given)	104	97	95	104	88	112	.	96
OCc1nc2ccc(Cl)cc2[nH]1	109	99	104	106	102	113	88	97
Cc1ccc(-n2c(-c3ccccc3)c(-c3ccccc3)[nH]c2=O)cc1	97	83	94	109	78	92	112	106

(further entries)
SMILES	MDA-MB-435	UACC-62	SK-MEL-5	SK-MEL-28	M14	SK-MEL-2	UACC-257	A549/ATCC
CC(C)(C)NC(=O)C(OC(=O)c1cccc(Cl)c1)c1cc2cc(F)ccc2nc1Cl (stereo not given)	104	91	94	112	99	96	92	88
CC1(C)[C@@H](OCCC#N)CC[C@]2(C)[C@H]3C(=O)C=C4[C@@H]5C[C@](C)(C(=O)O)CC[C@]5(C)CC[C@@]4(C)[C@]3(C)CC[C@@H]12	103	98	102	109	104	98	107	103
COC(=O)c1ccc(Nc2cc(=O)[nH]c(=O)[nH]2)cc1	107	99	101	116	102	103	111	106
O=c1c2ccccc2n(-c2ccccc2)c2ccccc12	117	101	111	112	117	112	123	104
O=C(Nc1cccc(Cl)c1)Oc1cccnc1	100	72	87	101	98	.	89	65
Oc1c(-c2nnc(-c3ccccc3Cl)o2)sc2nnc(-c3ccccc3)c(-c3ccccc3)c12	59	38	54	72	55	87	85	51
O=C(O)CCCCCCCCCCN1C(=O)/C(=C2/C(=O)N(CC(=O)O)c3ccc(Br)cc32)SC1=S	102	80	81	104	96	100	98	92
O=C1Nc2ccccc2/C1=C/c1cn(-c2nc(N3CCCCC3)nc(N3CCOCC3)n2)c2ccccc12	105	94	102	120	116	106	121	102
COc1cc(CNC(=O)/C=C/C=C/c2ccc3c(c2)OCO3)ccc1OCc1cn(-c2ccc(C)c(C)c2)nn1	77	57	82	54	61	93	65	80
COC(=O)c1ccc(C(=O)OC)c([N+](=O)[O-])c1	101	105	97	109	97	105	.	.
CCNC(=S)NNC(=O)c1ccc2nc(-c3ccc(Cl)cc3)[nH]c2c1	99	98	90	110	98	101	101	94
OCc1ccc(Cl)cc1	88	87	103	112	100	96	102	98
O=C(Sc1nnc(CCC(=O)c2nc3ccccc3[nH]2)s1)c1ccccc1	95	89	101	111	108	.	112	103
O=C(NC1CCCCC1)c1ccc(Cl)cc1	105	98	101	112	105	115	105	100
Nc1nc(Cl)cc(Nc2ccc(CCO)cc2)n1	109	100	101	121	108	97	111	103
N=C(N)/N=C(\CCc1nc2ccccc2[nH]1)c1nc2ccccc2[nH]1	109	82	98	100	96	.	109	102
COc1nc(Nc2ccc(C(C)C)cc2)nc(OC)n1	103	67	77	106	95	88	90	84
Cc1cccc(NC(=O)[C@@H]2c3ccccc3C(=O)N(c3ccccc3)[C@H]2c2ccccc2)n1	81	75	45	83	77	81	.	45
CC(=O)Oc1c(C)cccc1Cl	105	95	105	108	106	104	96	98
Nc1ccc(N(O)/C=C2\C=CC=CC2=O)cc1	104	104	97	.	105	113	102	101
CCN(CC)C(=O)C(c1ccccc1)S(=O)(=O)N1CCOCC1 (stereo not given)	107&108	103&111	105&101	119&103	111&112	109&102	94&108	108&105
COc1ccc(Cn2nc3c(c2-c2cc(OC)c(OC)c(OC)c2)-c2oncc2CC3)cc1	0.9*	86	71	91	85	103	104	95
O=C(Nc1ccccc1O)C1C(=O)C(=O)N(c2ccccc2O)C1=O (stereo not given)	125	109	92	81	106	73	82	79
NC(=O)CCNc1ccc2c(c1)Cc1ccccc1-2	110	52	82	101	103	108	96	94
CCOC(=O)c1cc(C(=O)c2ccc(Br)cc2)n2c1ccc1ccccc12	100	92	100	105	98	101	107	102
O=C(CSc1oc(-c2ccccc2)nc1S(=O)(=O)c1ccc(Br)cc1)NC1CCCCC1	111	90	108	115	100	86	92	87
Fc1ccccc1Cc1cn2cc(-c3ccc(Cl)cc3)nc2s1	93	75	75	100	98	114	111	93
CCOC(=O)C(CS(N)(=O)=O)NC(=O)OCc1ccccc1 (stereo not given)	107	.	103	113	.	105	.	82
COc1ccc(/C=N/N2C(=O)c3ccccc3C2=O)cc1OC	121	84	108	105	108	96	99	97
Cn1ncc2cc3c(Nc4ccc(Cl)cc4)cccc3nc21	100	99	82	96	104	99	100	80
CCCCN(CCCC)CCC(=O)c1ccc(Cl)c2ccccc12	101	99	101	107	103	95	.	93
COc1ccc(-c2cnc3c(-c4cccc5nn(C)cc45)cnn3c2)cc1	99	99	94	110	110	120	109	101
O=C1/C(=C/c2ccc(N3CCCCC3)cc2)Cc2cc3c(cc21)OCO3	98	93	102	96	108	115	107	103
CCS(=O)(=O)N[C@@H]1O[C@H](COC(C)=O)C(OC(C)=O)[C@H](OC(C)=O)C1OC(C)=O (stereo not given in full)	103	110	105	108	109	106	.	89
Cc1ccc(C2=NN(C)C(=O)C3(CCCC3)C2)cc1	107	99	101	103	108	110	100	100
COc1ccc(CSc2nc3ccc(Cl)cc3c(=O)n2-c2ccc(OC)cc2)cc1	105	108	100	108	111	111	98	94

Copied from the list.
Reading for COc1ccc(-c2cnc3c(-c4cccc5nn(C)cc45)cnn3c2)cc1 in SK-MEL-5: 94
Reading for CCS(=O)(=O)N[C@@H]1O[C@H](COC(C)=O)C(OC(C)=O)[C@H](OC(C)=O)C1OC(C)=O (stereo not given in full) in MDA-MB-435: 103
Reading for CCOC(=O)c1cc(C(=O)c2ccc(Br)cc2)n2c1ccc1ccccc12 in A549/ATCC: 102
Reading for CCOC(=O)C(CS(N)(=O)=O)NC(=O)OCc1ccccc1 (stereo not given) in A549/ATCC: 82
Reading for COc1ccc(/C=N/N2C(=O)c3ccccc3C2=O)cc1OC in M14: 108
Reading for Cn1ncc2cc3c(Nc4ccc(Cl)cc4)cccc3nc21 in SK-MEL-5: 82

Next section.
SMILES	MDA-MB-435	UACC-62	SK-MEL-5	SK-MEL-28	M14	SK-MEL-2	UACC-257	A549/ATCC
C#CC(O)c1cccc([N+](=O)[O-])c1 (stereo not given)	103	112	111	110	99	105	107	105
N[C@@H](Cc1ccc(O)c(O)c1)C(=O)O	107	110	106	111	102	.	104	101
COc1ccc(S(=O)(=O)NCCCNc2nccc(-c3cn(C(C)(C)C)nc3-c3ccc(F)c(OC)c3)n2)cc1	97	84	94	109	96	106	109	84
Cc1ccc(-c2c3c(C)nn(-c4ccccc4)c3nc3nc(Cc4ccccc4)[nH]c(=O)c23)cc1	101	108	99	108	104	92	96	96
CS(=O)(=O)c1ccc(-n2cc(/C=N/O)c(-c3ccccc3)n2)cc1	86	67	21	93	98	92	90	77
COc1cc2c(c3ccccc13)CCCC2=O	106	99	102	105	110	108	98	95
COc1ccc2c(c1)C(CCN(C)C)(CCN(C)C)C(=O)CC2	97	102	110	99	116	103	103	99
Cc1ccc(Cl)cc1NCN1C(=O)c2ccccc2C1=O	108	88	102	106	95	84	111	95
Cc1cc(=O)oc2cc(OS(=O)(=O)N3CCCC3)ccc12	99	99	103	104	95	98	100	95

Profiles, looked up by structure. Order of screens: MDA-MB-435, UACC-62, SK-MEL-5, SK-MEL-28, M14, SK-MEL-2, UACC-257, A549/ATCC
N=C(N)/N=C(\CCc1nc2ccccc2[nH]1)c1nc2ccccc2[nH]1 in the list: 109, 82, 98, 100, 96, ., 109, 102
COc1ccc(-c2cnc3c(-c4cccc5nn(C)cc45)cnn3c2)cc1 in the list: 99, 99, 94, 110, 110, 120, 109, 101
O=C(NC1CCCCC1)c1ccc(Cl)cc1 in the list: 105, 98, 101, 112, 105, 115, 105, 100
CCOC(=O)C(CS(N)(=O)=O)NC(=O)OCc1ccccc1 (stereo not given) in the list: 107, ., 103, 113, ., 105, ., 82
